MCF10A rereplic: A quantitative high throughput screen for small molecules that induce DNA re-replication in MCF 10a normal breast cells; MCF 10A DNA re-replication, Hoechst nuclear intensity, 48 h; Potency, µM (titrated, usually from 46.1 µM), for inactives: at the top dose activity, positive = re-replication, usual class: activators; 2.9% of 350,000 active; AID 624296, 2012; also: potency is read from the fitted curve at half-maximal effect; % of control where 0% means no effect; nearly all actives have a fitted effect of over 50% in size
HT1080 IDH1KD tx: qHTS for induction of synthetic lethality in tumor cells producing 2HG: qHTS for the HT-1080-IDH1KD cell line | HT-1080 IDH1 knockdown viability, ATP luminescence, 48 h | Potency, µM (doses to about 46.1 µM), for inactives: at the highest dose activity, negative = toxicity, actives largely listed as cytotoxic | 2% of 360,000 active;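 also: potency is read from the fitted curve at half-maximal effect; 0% = DMSO wells and -100% = cell-free medium wells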
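In this qHTS, HT-1080 cells depleted of IDH1 are exposed for 48 h at 37 °C to compound titrations. Toxicity is scored from CellTiter-Glo luminescence, with DMSO as full viability and medium alone as none.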
HepG2 viability: qHTS for Inhibitors of TGF-b: Cytotox Counterscreen; HepG2 CAGA-GFP viability, ATP luminescence, 18 h; Potency, µM (titrated, usually from 46.1 µM), for inactives: top-dose activity change, negative = cytotoxicity, hits mostly cytotoxic; 0.76% of 410,000 active; AID 588856, 2011; also: potency is read from the fitted curve at half-maximal effect; some results filed as inactive show a strong effect at the top dose
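CellTiter-Glo luminescence gave cytotoxicity after 18 hours at 37 degrees C. The cells were HepG2 CAGA-GFP in 1% FBS DMEM, stimulated with 500 pg/mL TGF-beta after compound addition. %Activity was normalised to no-cell wells (complete cell-killing) and DMSO (no toxicity), and curves were fitted and classified.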
ATXN viability: Viability Counterscreen for Primary qHTS for Inhibitors of ATXN expression; S2 cells (HEK-293 line with an ATXN2-luciferase reporter) viability, CellTiter-Fluor protease fluorescence, 24 h; Potency, µM (series often up to 56.7 µM), usual class: cytotoxic; 0.49% of 400,000 active; also: potency is read from the fitted curve at half-maximal effect; nearly all actives have a fitted effect of over 40% in size
IL1B secr inh: qHTS for Inhibitors of Inflammasome Signaling: IL-1-beta AlphaLISA Primary Screen | THP-1 LPS/ATP IL-1B secretion, AlphaLISA, 16 h; active compounds read low | activity change, % at 57.5 µM | 4.7% of 360,000 active; in the data active = activity change below about -50%; inconclusive = mostly about -30% to -49%; also: % is scaled to controls: 0 for no effect and ±100 for the full control effect
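THP-1 cells pretreated 1 hr with compounds (up to 57.5 uM final), then stimulated with LPS (250 ng/mL final) plus ATP (1.25 mM final); secreted IL-1B measured by AlphaLISA after 16 hr, decreased signal indicating inhibition.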
HT1080NT lethal: qHTS for induction of synthetic lethality in tumor cells producing 2HG: qHTS for the HT-1080-NT fibrosarcoma cell line; HT-1080-NT fibrosarcoma viability, CellTiter-Glo ATP luminescence, 48 h; Potency, µM (highest dose often 46.1 µM), inactives show at the top dose activity, negative = less viability, hits mostly cytotoxic; 1.6% of 360,000 active; AID 686970, 2013;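 also: NT is the 2HG producing partner of a matched IDH1 knockdown line; potency is read from the fitted curve at half-maximal effect; 0% = DMSO-treated cells and -100% = media-only wells without cells; nearly all actives have a fitted effect of over 55% in size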
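750 cells/well, RPMI + 5% FBS; 2 h settle, compound pin-transfer, 48 h at 37 degrees C. CellTiter-Glo 10 min RT, luminescence. Normalized to DMSO and media-only wells.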
SW480 rerep: A quantitative high throughput screen for small molecules that induce DNA re-replication in SW480 colon adenocarcinoma cells. SW480 DNA re-replication, Hoechst DNA content imaging, 48 h. Potency, µM (titrated, usually from 46.1 µM), for the others: at the highest dose re-replication activation, hits mostly activators. 1.8% of 340,000 active. AID 624297, 2012; also: potency is read from the fitted curve at half-maximal effect; % of control where 0% means no effect; nearly all actives have a fitted effect of over 55% in size
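Readout is total intensity of Hoechst-stained nuclei, excited at 405 nm and collected at 500-530 nm. Compound treatment lasted 48 hr at 37 C in 5% CO2 before staining.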
ATXN2 expr inh: Primary qHTS for Inhibitors of ATXN expression; 0.72% of 360,000 active; HEK-293 ATXN2-luciferase reporter, luminescence, 24 h; Potency, µM (highest dose often 57 µM), without a hit: at the top dose activity change, negative = inhibition, hits mostly inhibitors; also: potency is read from the fitted curve at half-maximal effect; % is scaled to controls: 0 for no effect and ±100 for the full control effect; nearly all actives have a fitted effect of over 55% in size
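qHTS (up to 57 uM final) was run with 24 h compound exposure of reporter cells at 37 °C. Each well was multiplexed: SteadyGlo luminescence measured ATXN2-luciferase expression after a fluorogenic Gly-Phe-AFC viability readout (25 uM final).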
KB-3-1 tox: qHTS assay for MDR1-selective chemotherapeutics: Primary screen using the parental adenocarcinoma cell KB-3-1. KB-3-1 viability, CellTiter-Glo ATP luminescence, 72 h. Potency, µM (series often up to 46.1 µM), inactives show top-dose activity change, negative = cytotoxic, usual class: cytotoxic. 1.4% of 400,000 active; also: potency is read from the fitted curve at half-maximal effect; % is scaled to controls: 0 for no effect and ±100 for the full control effect; nearly all actives have a fitted effect of over 60% in size
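Cells are dispensed, compounds pinned in, plates held at 37 °C for 72 h, then CellTiter-Glo is added and luminescence read after 10 minutes. Cell line: parental KB-3-1 in phenol-red-free DMEM, 10% FBS.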
Starred values were filed as active, the others as inactive; i = inactive; ? = inconclusive; / = not tested or not shown; [ ] = remark or other dose. Unless noted, calls follow the shape of the dose curve; as a rule, active = well fitted curve in the direction sought with a large enough effect; inconclusive = small, poorly fitted or top-dose-only effect, or another doubt; inactive = no such curve, though single readings can be large; an effect the other way counts as inactive or inconclusive.

Molecule,SW480 rerep,ATXN viability,HT1080 IDH1KD tx,HT1080NT lethal,ATXN2 expr inh,KB-3-1 tox,IL1B secr inh,HepG2 viability,MCF10A rereplic
COc1ccccc1N1CCN(CCCNC(=O)c2nnc(Cc3c(F)cccc3Cl)o2)CC1,/,?,/,/,-11.6%,-5.0%,/,-28.6%,/
COc1ccc(CNC(=O)c2ccc(NC(=O)N3CCCCc4ccccc43)cc2)c(OC)c1,/,i,/,/,-15.9%,0.0%,/,-22.1%,/
COc1ccc(OC)c(C(c2nnnn2C2CCCC2)N2CCN(c3ccc(F)cc3)CC2)c1 (stereo unspecified),?,i,-2.4%,-0.9%,-3.8%,-20.2%,-6.2,-0.6%,-2.7%
CCc1nnc(NC(=O)CN2CCN(Cc3ccc(F)cc3)CC2)s1,-41.4%[inhibitor],i,-0.1%,0.2%,5.8%,-2.5%,0.4,-2.4%,?
O=C(NCCc1ccc(Cl)cc1)c1nnc(Cc2ccc(Cl)cc2Cl)o1,/,i,/,/,6.3%,8.4%,/,7.8%,/
Cc1ccc(Nc2ccc(N3CCN(c4ccc([N+](=O)[O-])cc4)CC3)nn2)cc1,0.4%,?,7.7%,19.7%,/,6.0%,-12.8,17.7%,-3.6%
CCOc1ccc(-n2c(C)nc3cc(C(=O)NCc4ccc5c(c4)OCO5)ccc32)cc1,2.0%,i,-1.1%,-0.9%,2.7%,?,-6.3,-13.1%,17.7%
CCOC(=O)c1cc(-c2ccccc2)nn1CC1CC(c2cccc([N+](=O)[O-])c2)=NO1 (stereo unspecified),7.6%,i,-3.4%,-15.4%,-1.4%,-1.7%,24.3,-12.4%,-0.5%
Cc1cc2c(cc1C)N(C(=O)CN1C(=O)c3ccccc3C1=O)C(C)(C)c1ssc(=S)c1-2,-4.9%[9.22 µM],i,-3.1%,-3.0%,-3.1%,-16.6%,-22.8,-18.0%,-2.0%
CCOC(=O)c1oc2ccccc2c1CN1CCN(C(=O)c2ccccc2)CC1,-17.9%,i,0.2%,-1.4%,-9.2%,-4.0%,?,-25.3%,3.7%
Cc1cc(OCC(=O)NNC(=S)NCC2CCCO2)cc(C)c1Cl (stereo unspecified),10.0%,i,-7.9%,-2.7%,5.9%,/,-5.6,-24.1%,?
CCOC(=O)c1nccnc1C(=O)Nc1ccc(C(F)(F)F)cc1,-12.0%,i,0.9%,3.3%,-5.7%,12.5%,-20.5,-30.1%,-1.9%
COc1ccc(S(=O)(=O)N2CCOCC2)cc1NS(=O)(=O)c1ccc(F)c(F)c1,-7.2%,i,-4.7%,-4.5%,-4.9%,-3.1%,17.7,-1.9%,-2.6%
Cc1ccc(-c2cc(C(=O)NCCCN3CCOCC3)c3ccc(Cl)c(C)c3n2)cc1,20.6µM*,i,1.4%,-2.3%,-16.3%,-20.0%,-63.7*,5.2%,?
O=C(CSc1ccc(Cl)cc1)Nc1ccccc1Oc1ccccc1,-0.2%,i,-5.5%,-6.6%,1.8%,-2.5%,-4.4,-16.1%,-0.5%
Fc1ccccc1OCCCN1CCOCC1,2.8%,i,-8.1%,-18.9%[9.24 µM],8.7%,-10.1%,0.0,8.1%,-3.7%
NC(=O)c1cccc2c3c([nH]c12)CCCC3,10.3%[9.22 µM],i,-4.3%,-2.3%,23.3%,-27.6%,-3.4,-5.8%,6.9%
O=C(Nc1cccc(C(F)(F)F)c1)C12CC3CC(CC(C3)C1)C2,?,i,-0.6%,-5.0%,0.8%,-5.8%,11.6,-7.4%,19.2%
CCN(CC(=O)Nc1cc(Cl)ccc1C)C(=O)c1oc2ccc(OC)cc2c1C,-4.4%,i,-4.5%,-0.5%,26.3%,8.4%,-15.3,-0.4%,15.4%
O=C(N/N=C/c1cc(Br)c(Br)o1)C(O)c1ccccc1 (stereo unspecified),?,i,3.9%,24.7%,-16.6%,?,-6.1,-27.0%,?
CCOc1ccc2nc(SCC#N)c(C#N)cc2c1,-8.0%,i,-23.0%,-9.1%,16.0%,-6.0%,-24.9,-29.7%,15.3%
[N-]=[N+]=NC[C@H](c1ccccc1)N1CCN(Cc2ccccc2)CCC1=O,?,i,7.0%,5.9%,10.2%,0.0%,-3.7,-6.2%,-3.8%
COc1ccc(/C=C/C(=O)OCC(=O)Nc2ccc(N3CCOCC3)cc2)cc1OC,-14.0%,i,7.3%,0.0%,/,25.5%,0.0,20.2%,5.3%
O=C(NCCc1ccccc1)c1ccc(Cl)cc1[N+](=O)[O-],-11.1%,i,-4.7%,11.4%,/,-0.6%,-7.9,-21.0%,?
Cc1ccc(/C=C/C(=O)O)cc1S(=O)(=O)NCc1cccnc1,5.6%,i,11.0%,-1.7%,-1.2%,0.7%,20.9,-9.2%,5.3%
CS(=O)(=O)N1CCc2nc(-c3ccccc3)sc2C1,-6.5%,i,1.8%,-5.8%,78.7%[activator],0.0%,54.3,4.7%,-11.0%
NNc1ccc2nncn2n1,-2.1%,i,0.0%,-0.7%,/,0.2%,12.0,-11.9%,-0.8%
Cc1ccc(NC(=O)CN(C)C(=O)COc2ncnc3ccc(Br)cc23)cc1,-11.7%,?,2.7%,1.8%,-37.5%,?,4.1,-9.9%,-3.0%
CCCn1cnc2c(SCc3ccccc3)nc(N)nc21,-5.8%,i,-12.9%,-0.5%,24.4%,?,-21.3,-3.8%,-1.0%
Cc1ccc(CNC(=O)c2ccc(Nc3nc4ccccc4n4nnnc34)cc2)cc1,/,i,/,/,3.7%,2.4%,/,-4.9%,/

Some of the entries above, reformatted.
Screens in order – SW480 rerep, ATXN viability, HT1080 IDH1KD tx, HT1080NT lethal, ATXN2 expr inh, KB-3-1 tox, IL1B secr inh, HepG2 viability, MCF10A rereplic
- Cc1ccc(/C=C/C(=O)O)cc1S(=O)(=O)NCc1cccnc1
  5.6%, i, 11.0%, -1.7%, -1.2%, 0.7%, 20.9, -9.2%, 5.3%
- CS(=O)(=O)N1CCc2nc(-c3ccccc3)sc2C1
  -6.5%, i, 1.8%, -5.8%, 78.7%[activator], 0.0%, 54.3, 4.7%, -11.0%

The results go on:
Molecule,SW480 rerep,ATXN viability,HT1080 IDH1KD tx,HT1080NT lethal,ATXN2 expr inh,KB-3-1 tox,IL1B secr inh,HepG2 viability,MCF10A rereplic
O=C(NCCN1CCCCC1)Nc1ccccc1,-4.2%,i,4.1%,11.7%,12.1%,-0.9%,-0.6,5.0%,0.3%
O=C(Nc1cccc(S(=O)(=O)Nc2ccccc2Cl)c1)c1ccc(Cl)nc1,2.6%,i,-8.2%,-4.5%,-22.0%,5.17µM*,6.6,-28.6%,-51.5%[inhibitor]
CN(CC(=O)Nc1ccc(F)c(F)c1F)C(=O)c1cc(-c2ccncc2)nc2ccccc12,-3.6%,i,2.4%,-1.1%,1.5%,?,-15.7,-13.9%,10.4%
CC(=O)N1CCc2nc3sc(C(=O)Nc4ccc(Cl)cc4F)c(N)c3c(C(F)(F)F)c2C1,/,i,/,/,-3.2%,-0.9%,/,5.0%,/
CCNC(=O)CCSc1nnc(-c2ccncc2)o1,-2.6%,i,11.7%,-1.4%,/,-5.9%,21.3,4.3%,0.0%
O=C(NCCNc1ccc([N+](=O)[O-])cc1)c1cccs1,-1.0%,i,-18.5%,1.0%,-10.3%,14.5%,-18.8,-1.8%,?
CC1C(=O)C(C)C(c2cccc(Br)c2)NC1c1cccc(Br)c1 (stereo unspecified),7.3%,i,0.5%,1.3%,-29.0%,-17.2%,2.9,-9.8%,20.8%
O=C(Nc1ccc2c(c1)OCCO2)c1c(F)c(F)c(F)c(F)c1F,-1.6%,i,-1.6%,-0.9%,0.6%,10.0%,-14.0,-9.5%,?
CCN(CC)c1ccc(NC(=O)c2ccc3c(c2)OCO3)cc1,?,?,20.6µM*,?,4.4%,?,?,3.3%,-2.4%
CCOC(=O)C1=C(C)Nc2ccccc2N=C1NC(=O)c1ccc(Cl)c(S(=O)(=O)N2CCCC2)c1,-5.4%,?,4.9%,6.1%,-28.6%,-3.0%,0.0,-1.2%,1.5%
Cn1c(=O)c2[nH]c(N3CCN(c4ccccc4)CC3)nc2n(C)c1=O,4.3%,i,11.0%,9.9%,/,1.7%,13.6,0.6%,-3.7%
CCC1(C)OC(=O)NN(c2ccc(C)cc2)C1(C)O (stereo unspecified),2.1%,i,6.7%,2.4%,21.2%,-1.2%,-1.5,-0.1%,5.6%
Cc1csc(NC(=O)CCC(=O)N(CC(=O)NC2CCCC2)c2ccccc2)n1,1.1%,i,10.2%,-7.3%,2.3%,5.6%,-2.7,35.9%,0.6%
COc1cc(/C=C2\N=C(c3c(-c4ccccc4)noc3C)OC2=O)ccc1OC(C)=O,-1.8%,i,13.8%,5.1%,-0.1%,2.4%,17.6,-2.6%,0.9%
CCOC(=O)c1sc(N(Cc2ccccc2)C(=O)CN2C(=O)CN(C)C2=O)nc1C,-2.8%,i,3.8%,1.9%,20.7%,12.9%,-18.9,18.6%,3.1%
N#C/C(=C(\O)c1ccco1)c1ccccn1,-2.9%,i,5.7%,15.7%,27.8%,9.9%,-17.0,-8.6%,4.1%
COc1ccc2cc(CCNC(=O)c3ccc(S(=O)(=O)N4CCOCC4)cc3)c(=O)[nH]c2c1,6.3%,i,-1.0%,0.0%,-2.3%,0.1%,-15.3,-4.3%,6.2%
OC(CCN1CCC2CCC(C2)C1)c1ccc(Br)cc1 (stereo unspecified),14.6µM*,i,-6.9%,-6.4%,-14.0%,?,-6.8,-12.1%,16.5%
